# BLM helicase inh – qHTS Assay for Inhibitors of Bloom's syndrome helicase (BLM); recombinant BLM DNA unwinding, fluorescence dequenching; Potency, µM (doses to about 56.1 µM), without a hit: at the highest dose activity change, negative = inhibition, usual class: inhibitors; 0.2% of 350,000 active; AID 2528, 2010;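 note: potency is the fitted concentration of half-maximal effect; plate controls were vehicle for no effect and no enzyme for full effect; nearly all actives have a fitted effect of over 35% in size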
# Pol beta inh – qHTS Assay for Inhibitors of DNA Polymerase Beta; P06746; Potency, µM (titrated, usually from 114 µM), without a hit: top-dose activity change, negative = inhibition, usual class: inhibitors; AID 485314, 2010; 1.3% of 340,000 active; Pol beta primer extension/strand displacement, fluorescence kinetic; note: potency is the fitted concentration of half-maximal effect; % is set by controls: 0 for no effect and ±100 for the full control effect
#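 Homogeneous kinetic assay of primer extension and strand displacement by 10 nM Pol beta, preincubated 15 min at room temperature with compound before 50 nM substrate (final) was added. Read at 0 and 10 min; four-parameter Hill fit.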
# Pol kappa inh – qHTS for Inhibitors of Polymerase Kappa; DNA polymerase kappa (Homo sapiens), Q9UBT6; 0.53% of 400,000 active; purified Pol kappa, fluorescent DNA synthesis assay, 10 min; Potency, µM (top dose mostly 107 µM), for the others: at the top dose activity, negative = inhibition, most hits filed as inhibitors; note: potency is the fitted concentration of half-maximal effect; % is set by controls: 0 for no effect and ±100 for the full control effect
# Target sequence (Q9UBT6 whole entry, looked up): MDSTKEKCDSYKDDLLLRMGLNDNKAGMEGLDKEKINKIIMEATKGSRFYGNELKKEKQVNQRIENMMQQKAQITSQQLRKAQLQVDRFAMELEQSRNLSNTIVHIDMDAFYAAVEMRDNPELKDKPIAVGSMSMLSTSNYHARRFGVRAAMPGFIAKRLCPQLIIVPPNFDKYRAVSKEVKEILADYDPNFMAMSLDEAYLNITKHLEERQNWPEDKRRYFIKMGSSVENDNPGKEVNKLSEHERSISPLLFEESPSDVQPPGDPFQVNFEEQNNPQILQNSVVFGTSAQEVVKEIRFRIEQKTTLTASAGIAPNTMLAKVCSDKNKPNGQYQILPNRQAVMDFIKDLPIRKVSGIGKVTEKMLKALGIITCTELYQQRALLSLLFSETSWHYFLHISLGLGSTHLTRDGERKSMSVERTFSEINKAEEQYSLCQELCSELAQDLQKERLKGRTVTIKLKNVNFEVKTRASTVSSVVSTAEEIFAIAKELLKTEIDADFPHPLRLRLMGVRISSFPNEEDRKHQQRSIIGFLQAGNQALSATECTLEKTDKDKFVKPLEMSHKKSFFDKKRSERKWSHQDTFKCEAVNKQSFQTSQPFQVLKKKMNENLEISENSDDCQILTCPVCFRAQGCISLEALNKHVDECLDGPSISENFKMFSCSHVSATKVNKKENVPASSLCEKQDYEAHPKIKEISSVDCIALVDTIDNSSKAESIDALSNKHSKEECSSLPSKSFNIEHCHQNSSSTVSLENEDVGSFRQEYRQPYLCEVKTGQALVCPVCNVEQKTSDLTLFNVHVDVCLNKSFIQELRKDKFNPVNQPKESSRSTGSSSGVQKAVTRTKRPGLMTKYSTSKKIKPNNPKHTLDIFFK
#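 Readout: fluorescence, taken kinetically at 0 and 10 min. Conditions: 10 nM Pol kappa, 15 min RT compound preincubation, 50 nM substrate final. Controls: enzyme-free buffer wells.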
# Anesthetic bind – qHTS Assay for Identification of Novel General Anesthetics; Ferritin light chain (Equus caballus), P02791; apoferritin/1-aminoanthracene competitive binding, fluorescence; Potency, µM (highest dose often 77.5 µM), without a hit: at the top dose activity change, negative = displacement, usual class: inhibitors; 0.074% of 350,000 active; note: potency is the fitted concentration of half-maximal effect; % is set by controls: 0 for no effect and ±100 for the full control effect; nearly all actives have a fitted effect of over 20% in size
# Target sequence (P02791 2-175 limits assumed): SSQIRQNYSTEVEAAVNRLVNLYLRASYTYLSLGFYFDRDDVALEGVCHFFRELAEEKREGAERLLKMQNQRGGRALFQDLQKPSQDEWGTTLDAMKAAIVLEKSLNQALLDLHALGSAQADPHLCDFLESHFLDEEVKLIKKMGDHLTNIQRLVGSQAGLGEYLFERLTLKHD
#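 Steps: apoferritin (10 uM) was premixed with half-saturated 1-AMA in PBS, compounds were pin-transferred, plates stood 10 min at room temperature, fluorescence was read at 380/535 nm, and curves were fitted with a Hill equation.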
# POLI inh – qHTS for Inhibitors of Polymerase Iota; DNA polymerase iota (Homo sapiens), Q9UNA4; Pol iota fluorescent replication assay, 10 min; Potency, µM (highest dose often 115 µM), for inactives: at the top dose activity, negative = inhibition, most hits filed as inhibitors; 1% of 390,000 active; note: potency is the fitted concentration of half-maximal effect
#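 Fluorescent replication assay read twice, at 0 min and 10 min after adding 50 nM (final) substrate. Enzyme (10 nM) and compounds were first incubated 15 min at room temperature; enzyme-free buffer wells were negative controls.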
# 12-LOX inh – Primary qHTS assay for inhibitors of human arachidonate 12S-lipoxygenase (ALOX12): Round 2; Polyunsaturated fatty acid lipoxygenase ALOX12 (Homo sapiens), P18054; purified 12hLO, xylenol orange hydroperoxide absorbance; Potency, µM (top dose mostly 108 µM), without a hit: top-dose activity change, negative = inhibition, hits mostly inhibitors; 1.1% of 580,000 active; AID 1671190, 2021; note: potency is the fitted concentration of half-maximal effect; % is set by controls: 0 for no effect and ±100 for the full control effect
#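 Purified human 12hLO (150 nM final) in 25 mM Hepes, 0.01% Triton X-100, pH 7.0 was preincubated 15 min at room temperature with compound. Then 40 uM arachidonic acid was added, 30 min. Hydroperoxide was read by Fe-XO absorbance ratio 573/405 nm.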
# ERG-DNA inh – qHTS for Small Molecule Inhibitors of the ERG Ets/DNA interaction; fluorescence polarization, His-ERG Ets domain / labelled DNA; Potency, µM (series often up to 76.9 µM), without a hit: top-dose FP activity, negative = inhibition, usual class: inhibitors; 0.028% of 370,000 active; active = well fitted inhibition curve with a large enough effect in the polarisation, with a control signal flat; inconclusive = small, poorly fitted or top-dose-only effect, or effect the other way, or a change in a side signal; inactive = no such curve, though single readings can be large or run the other way; the % refers to the polarisation;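 note: polarization taken with two DNA probes labelled with fluorescein and Texas red; potency is the fitted concentration of half-maximal effect; % of control where 0% means no effect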
#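 His-tagged ERG Ets domain (1 uM in the protein solution; 300mM KCl, 50mM Tris-HCl, 1mM EDTA, 1mM DTT, pH 7.5) received compound, then a probe mix of 5 nM fluorescein-DNA and 100nM Texas-615-DNA. Fluorescence polarization was read for both dyes.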
# TRHR ag – qHTS for Small Molecule Agonists and Allosteric Enhancers of Human TRH Receptor: Primary Screen for Agonists. Thyrotropin-releasing hormone receptor (Homo sapiens), P34981. TRHR cells, calcium flux fluo-8, FDSS agonist mode. activation, % at 2 µM. 0.18% of 360,000 active. AID 493084, 2011; in the data active = activation above about 30%; note: 0% is about no effect
#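 TRHR-expressing cells loaded with fluo-8 calcium dye; 23 nL library compound pin-transferred, kinetic FDSS fluorescence (Ex 480/Em 530) recorded about 180 s for agonist-induced calcium release, before a 10 nM TRH EC20 addition for potentiator mode.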
# APEX1 inh – qHTS Assay for Inhibitors of the Human Apurinic/apyrimidinic Endonuclease 1 (APE1). AID 2517, 2012. Potency, µM (doses to about 65.8 µM), for the others: at the highest dose activity change, negative = inhibition, usual class: inhibitors. 0.35% of 350,000 active. recombinant APE1, TAMRA/BHQ-2 abasic DNA cleavage fluorescence. DNA repair nuclease/redox regulator APEX1 (Homo sapiens), P27695;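 note: potency is the fitted concentration of half-maximal effect; plate controls were vehicle for no effect and reference inhibitor for full effect; nearly all actives have a fitted effect of over 55% in size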
#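 Kinetic fluorescence read (525 ex/598 em nm, three reads 60 s apart) of AP-site incision; signal = third minus first read. Enzyme 0.75 nM, dual-labelled THF duplex 50 nM, compound preincubation 15 min RT.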
# * marks the source's active call; other numbers are inactive results; ? = inconclusive; . = no result given; & = joins results of further samples; [ ] = another dose, or the depositor's remark. Unless noted, calls come from the whole dose curve; as a rule, active = well fitted curve in the direction sought with a large enough effect; inconclusive = small, poorly fitted or top-dose-only effect, or another doubt; inactive = no such curve, though single readings can be large; an effect the other way counts as inactive or inconclusive.
nr	mol	12-LOX inh	TRHR ag	ERG-DNA inh	APEX1 inh	Pol kappa inh
1	COCc1ccc(C(=O)NC2CCSc3ccccc32)cc1 (stereo not given)	-17%	-0.4	9%	19%	-25%
2	CCc1nnc(NC(=O)c2sc3nc4cc(C)ccc4cc3c2N)s1	?	9.9	0%	-4%	-20%
3	COc1cccc(CC2(CO)CCN(Cc3cnc(N4CCOCC4)s3)CC2)c1	-26%	1.0	9%	0%	5%
4	CN(CCNC(=O)CCCOc1cc(=O)n(C)c2ccccc12)Cc1ccccc1	-5%	-0.1	16%	9%	-1%[60.1 µM]
5	CCOc1ncccc1C(=O)Nc1ccc(OC)c(S(=O)(=O)N2CCOCC2)c1	5%	0.1	10%	7%	-11%
6	CC1=C(C(=O)NCc2ccc(C)cc2)C2(CCCCC2)OC1=O	-26%	-0.6	0%	.	-1%[60.1 µM]
7	Cc1onc(-c2c(Cl)cccc2Cl)c1NC(=O)NNc1ccccc1	34%[activator]	0.0	16%	-2%	10%
8	COc1cccc(Nc2nc3ccccc3c(=O)[nH]2)c1	-13%	0.3	-7%	-11%	1%
9	Cc1ccc(S(=O)(=O)c2cc3c(=O)n4cccc(C)c4nc3n(Cc3ccncc3)c2=N)cc1	.	3.3	-6%	50%[activator]	-5%
10	Cc1oc(-c2ccoc2)nc1CN(Cc1ccccc1)CC1CC1	2%	-1.6	-6%	3%	-11%
11	Cc1nn2c(=O)cc(COC(=O)c3ccccc3NC(=O)C3CCCCC3)nc2s1	1%	0.0	2%	.	3%[60.1 µM]
12	O=c1c2ccccc2c(-c2ccccc2)nn1-c1ccccc1	0%	-0.3	3%	-9%	-14%

nr	Anesthetic bind	BLM helicase inh	POLI inh	Pol beta inh
1	4%	-4%	69%[activator]	1%
2	-11%	-4%	11%	3%
3	-6%	-2%	33%[activator]	?
4	-7%	-7%	19%	28%
5	.	.	49%[activator]	.
6	-10%	-4%	19%	-1%
7	2%	-4%	25%	4%
8	-1%	-7%	74%[activator]	-24%
9	5%	3%	20%	-11%
10	-13%	-6%	3%	6%
11	?	1%	-5%	15%
12	-6%	-5%	7%[58.9 µM]	2%

# Continuation.
nr	mol	12-LOX inh	TRHR ag	ERG-DNA inh	APEX1 inh	Pol kappa inh
13	COC(=O)/C(=N/Nc1ccccc1Cl)Sc1nnc(C(O)c2ccccc2)n1-c1ccccc1 (stereo not given)	?	-0.9	-3%	1%	0%
14	O=C(NC(=S)Nc1ccc(Cl)c(C(=O)O)c1)c1ccc(OCc2ccccc2)cc1	3.5µM*	-0.1	-2%	9%	7%
15	CCCN(CCC)Cc1c(C(=O)N/N=C/c2c[nH]c3ccccc23)nnn1-c1nonc1N	-7%	0.1	-4%	-1%	-19%
16	COc1cc(C2CC(=O)Oc3c(C(CCN4CCOCC4)c4ccc(N(C)C)cc4)c(OC)cc(OC)c32)cc(OC)c1OC (stereo not given)	-43%	0.1	0%	7%&-1%	-6%&-13%
17	Cc1nc(C)n(CCNS(=O)(=O)c2ccccc2)n1	0%	0.4	0%	28%	-10%
18	CC1CC(C)(C)CC2(C1)NC(=O)N(CC(=O)NC1CCCc3ccccc31)C2=O (stereo not given)	5%	0.3	-6%	-3%	-5%
19	Cc1ccc(NC(=O)CN2C(=O)C(c3ccc(C)cc3)=NC23CCCCCC3)cc1	-19%	1.9	1%	.	-18%
20	Cn1c(C(=O)OCC(=O)NCCc2ccccc2)cc2sccc21	8%[57.4 µM]	-0.2	.	-15%	0%
21	CC(=O)Nc1ccc(N(C(=O)c2ccco2)C(C(=O)NC2CCCC2)c2ccncc2)cc1 (stereo not given)	-17%	1.4	-2%	40%	-8%
22	CSc1ccc(CN2CCN(S(=O)(=O)Cc3ccccc3)CC2)cc1	-18%	-0.8	-4%	-2%	-4%
23	CCCCCNC(=O)c1c[nH]c2ccc(S(=O)(=O)N3CCC(C)CC3)cc2c1=O	-21%	0.1	2%	.	-1%[60.1 µM]
24	COc1ccc(C(=O)N(CCCO)Cc2cc3c(C)ccc(C)c3[nH]c2=O)cc1OC	419%[activator]	1.0	5%	-2%	3%

nr	Anesthetic bind	BLM helicase inh	POLI inh	Pol beta inh
13	-4%	-6%	63%[activator]	-22%
14	?	-4%	38%	-22%
15	?	-16%	1%	-15%
16	-2%&3%	-12%&-3%	-18%&-14%	-4%
17	2%	-3%	28%	35%
18	-17%	3%	2%	19%
19	-12%	-14%	-3%	8%
20	25%	-1%	10%	4%
21	6%	-3%	81%[activator]	-9%
22	?	-9%	8%	35%
23	?	-11%	10%	1%
24	-1%	2%	3%	18%

# Later entries.
nr	mol	12-LOX inh	TRHR ag	ERG-DNA inh	APEX1 inh	Pol kappa inh
25	Cc1nn(S(=O)(=O)c2ccc(F)cc2)c(C)c1S(=O)(=O)N1CCCCCC1	-24%	0.3	-1%	.	-7%[60.1 µM]
26	O=C(NCCc1ccc(Cl)cc1)C(=O)NCC(c1ccc2c(c1)OCO2)N1CCOCC1 (stereo not given)	-19%	-0.4	0%	.	0%[60.1 µM]
27	COc1ccc(OC)c(CCNC(=O)C2CCN(c3nnc(-n4cccc4)s3)CC2)c1	13%	-0.9	-10%	3%	?
28	Cc1nn(C(=O)c2cccc(F)c2)c(C)c1S(=O)(=O)N1CCOCC1	-1%	0.3	-2%	.	-2%[60.1 µM]
29	Nc1ncnc2nc(Sc3ccc(Cl)cc3)[nH]c12	0%	0.0	0%	3%	4%
30	COC(=O)c1ccc(CNC(=O)C(C)N=C2NS(=O)(=O)c3ccccc32)cc1 (stereo not given)	?	0.0	-6%	5%	4%
31	Cc1occc1C(=O)NCc1cccc(CNC(=O)c2ccoc2C)c1	.	-0.5	5%	?	32µM*
32	O=C(COC(=O)c1c[nH]c2ccccc12)Nc1ccccc1	-14%&-14%	.	4%	24%	-5%
33	Cc1cccc(C2=N[C@@H](Cc3ccccc3)CO2)c1	.	.	.	7%[120 µM]	-21%
34	Nc1nccnc1C(=O)OCC(=O)c1ccc[nH]1	-13%	-0.2	-2%	-8%	-22%
35	NS(=O)(=O)c1ccc(NC(=O)COC(=O)c2cc(Cl)ccc2[N+](=O)[O-])cc1	4%	-0.3	2%	-1%	-1%
36	CCN(CC)c1ccc(CNc2nc3ccccc3n2CC)cc1	-15%	0.3	5%	-2%	-4%

nr	Anesthetic bind	BLM helicase inh	POLI inh	Pol beta inh
25	4%	-1%	44%[activator]	-13%
26	33%[activator]	-7%	12%	10%
27	-20%	-4%	?	?
28	2%	1%	3%	31%
29	0%	-5%	7%	-6%
30	.	.	-17%	.
31	10%	-17%	16µM*	22µM*
32	.	.	106%[activator]	.
33	-13%[163 µM]	3%[120 µM]	.	.
34	.	.	?	.
35	-6%	-3%	-24%	-2%
36	-1%	-4%	-10%	11%

# (listing goes on)
nr	mol	12-LOX inh	TRHR ag	ERG-DNA inh	APEX1 inh	Pol kappa inh
37	CC(C)c1ccc(NC(=O)[C@@H](C)NC(=O)[C@@H]2Cc3ccccc3CN2)cc1	-29%	0.3	-5%	22%	-6%
38	NC(=O)c1ccsc1NC(=O)COC(=O)CNC(=O)c1ccc(Cl)cc1	-6%	.	0%	13%	-23%
39	O=C(Nc1ccc2nc(SCC(=O)N3CCCC3)sc2c1)c1ccccc1F	-5%	0.1	2%	.	-21%
40	COCCNC(=O)C(c1ccc(C)cc1)N(C(=O)CCC(=O)Nc1ccccn1)c1ccc(F)cc1 (stereo not given)	-16%	0.3	-7%	65%	1%
41	N#Cc1cccc(-c2nc(NCCN3CCOCC3)c3ccccc3n2)c1	?	.	.	-5%	1%[60.1 µM]
42	CCCCCCC(=O)N/N=C(\C)Cc1ccccc1	1%	0.2	-2%	2%	-17%
43	COc1ccc(-n2c(=O)c3ccccc3n(Cc3ccccc3C)c2=O)c(OC)c1	-7%	0.5	4%	.	-1%
44	CCCCC(CC)CNC(=O)CN(C)S(=O)(=O)c1ccc2c(c1)c(=O)n(C)c(=O)n2C (stereo not given)	-14%	0.0	-6%	.	-10%
45	COc1ccccc1-n1cnnc1SCC(=O)N1CC(=O)Nc2ccccc21	0%	0.5	5%	-11%	-1%

nr	Anesthetic bind	BLM helicase inh	POLI inh	Pol beta inh
37	-16%	2%	-15%	2%
38	.	.	-20%	.
39	-6%	-2%	9%	-25%
40	1%	-5%	56%[activator]	0%
41	.	44%[activator]	.	.
42	-10%	2%	14%	16%
43	-2%	-8%	-20%	18%
44	-5%	1%	2%	-21%
45	-3%	2%	6%	1%

# Part of the list above, tab-delimited.
cpd	structure	12-LOX inh	TRHR ag	ERG-DNA inh	APEX1 inh	Pol kappa inh	Anesthetic bind	BLM helicase inh	POLI inh	Pol beta inh
40	COCCNC(=O)C(c1ccc(C)cc1)N(C(=O)CCC(=O)Nc1ccccn1)c1ccc(F)cc1 (stereo not given)	-16%	0.3	-7%	65%	1%	1%	-5%	56%[activator]	0%
41	N#Cc1cccc(-c2nc(NCCN3CCOCC3)c3ccccc3n2)c1	?	.	.	-5%	1%[60.1 µM]	.	44%[activator]	.	.
42	CCCCCCC(=O)N/N=C(\C)Cc1ccccc1	1%	0.2	-2%	2%	-17%	-10%	2%	14%	16%

# The list is partial; the hit share may differ from the screen's.
